# Large T inhibition – TAg ATPase/helicase activity blockers – biochemical (AID 1903); SV40 large T antigen ATPase/helicase inhibition assay; higher % means a stronger effect; inhibition, % at 20 µM; hits with a dose series show IC50 in µM; hit rate 0.39% among 310,000; in the data active means a potency from the dose series; further: strong numbers were not always called active
# GPR55 beta-arrestin – selective activators of receptor GPR55 – imaging, U2OS cells, beta-arrestin-GFP redistribution, primary screen (AID 1961); activation, % at 10 µM, or EC50 in µM where a hit was titrated; hit rate 0.048% among 290,000; U2OS GPR55 beta-arrestin-GFP redistribution imaging; higher % means a stronger effect;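 active means activation above 40% with more than 50 cells counted in the well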;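 further: U2OS osteosarcoma cells stably expressing GPR55 and beta-arrestin-GFP; plate controls were DMSO negative control for no effect and LPI positive control for full effect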
# GPR55 antagonists – GPR55 antagonists blocking LPI-driven arrestin recruitment, primary screen, imaging, U2OS, beta-arrestin-GFP, LPI agonist (AID 2013); U2OS GPR55 beta-arrestin-GFP translocation imaging, LPI antagonism; higher % means a stronger effect; hit rate 0.13% among 290,000; inhibition, % at 10 µM; hits with a dose series show IC50 in µM;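 active means spots per cell inhibited over 60%, with over 100 cells counted and total cytoplasm intensity under 500,000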;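 further: U2OS cells stably carrying GPR55 and arrestin-GFP stimulated by 5 µM LPI near EC80; imaged beta-arrestin-GFP aggregate spots per cell after agonist stimulation; plate controls were LPI-stimulated DMSO wells for no effect and DMSO wells without LPI for full effect; some results filed as inactive read as strong as hits; confirmed hits need IC50 under 10 µM and bright autofluorescent wells are also inconclusive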
# KOR beta-arrestin-1 – KOR agonists, beta-arrestin recruitment, primary screen, cell-based, luminescence, uHTS (AID 1777) | KOR beta-arrestin recruitment, luminescence; higher % means a stronger effect | activation, % at 10 µM, or EC50 in µM where a hit was titrated | hit rate 0.02% among 280,000; in the data active means activation above about 50%, passing the limit was not always enough; further: a part of the inactive calls stands beside numbers as strong as those of hits
# NOD1 NF-kB reporter – inhibition of NOD1-driven NF-kB reporter – cell-based, luminescence, uHTS, primary screen (AID 1578) | NOD1-driven NF-kB luciferase reporter cells, luminescence; higher % means a stronger effect | inhibition, % at 4 µM; hits with a dose series show EC50 in µM | hit rate 1% among 290,000; in the data active means inhibition mostly above about 36%, no sharp cut-off; inactive means mostly below about 34%;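 further: HEK-293T reporter cells stimulated with the NOD1 agonist gamma-tri-DAP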
# HIV peptide binding – cell-free HIV fusion peptide-binding blockers – biochemical, uHTS, fluorescence dequenching, primary screen (AID 1986) | cell-free peptide binding, fluorescence dequenching, 30 min; higher % means a stronger effect | inhibition, % at 20 µM, or IC50 in µM where a hit was titrated | hit rate 0.3% among 290,000; in the data active means inhibition mostly above about 52%, no sharp cut-off; inactive means mostly below about 76%; further: some results filed as inactive read as strong as hits
# Rac1 GTP hydrolysis – MgcRacGAP GTPase-activating activity inhibitors, confirmation, biochemical, ADP Hunter fluorescence; MgcRacGAP-stimulated Rac1 GTP hydrolysis, ADP Hunter fluorescence; higher % means a stronger effect; GST-tagged Rac1 F28L mutant substrate; inhibition, % at 30 µM, or IC50 in µM where a hit was titrated; hit rate 0.6% among 340,000; AID 624330;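 active means first-screen hits whose inhibition reached a set limit at any dose in the follow-up dose series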;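 further: fluorescence reports GDP produced by GAP-driven GTP hydrolysis; strong numbers were not always called active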
# NOD2 inhibition – inhibition of NOD2-driven NF-kB reporter – cell-based, luminescence, uHTS, HEK293 (AID 1566). HEK293 NOD2/NF-kB luciferase reporter, luminescence; higher % means a stronger effect. hit rate 0.63% among 290,000. inhibition, % at 4 µM; hits with a dose series show EC50 in µM; further: many of its hits are not listed in these tables
# KOR beta-arrestin-2 – kappa opioid receptor blockers – cell-based, luminescence, uHTS (AID 1778) | KOR beta-arrestin recruitment, luminescence, antagonist mode; higher % means a stronger effect | inhibition, % at 10 µM, or IC50 in µM where a hit was titrated | hit rate 0.091% among 290,000; further: strong numbers were not always called active
# An asterisk follows results filed as active; nt = not tested or not shown; [ ] = dose if it differs, or a comment. Unless noted, no stated cut-off is given here; in the data, active means inhibition above about 50%; inactive means the rest.
1	O=C(CSc1ncccn1)NC(=O)c1ccccc1
2	Clc1cc(Cl)c(OCc2nc(-c3ccccn3)no2)cc1Cl
3	COCC(=O)N1CCC(Oc2ccc(C(=O)N3CCCCC3COC)cc2)CC1 (stereo not drawn)
4	CS(=O)(=O)N(CC(=O)N1CCCC1)c1ccccc1F
5	CSc1ccccc1NS(=O)(=O)c1ccc2c(c1)OCCO2
6	O=C(Nc1ccc(N2CCCCC2)cc1)c1ccc(F)cc1F
7	CC(NC(=O)C1(C)CC1(Br)Br)C(C)(C)C (stereo not drawn)
8	CCN(C(=O)COc1cc(=O)n(CC)c2ccccc12)c1cccc(Cl)c1

Compound	1	2	3	4	5	6	7	8
Large T inhibition	0%	-1%	-6%	5%	14%	8%	1%	1%
GPR55 beta-arrestin	-0.3%	-0.2%	0.2%	-0.3%	0.2%	-0.1%	0.0%	-0.1%
GPR55 antagonists	15%	0%	1%	7%	3%	1%	2%	17%
KOR beta-arrestin-1	2.1%	13%	5.7%	0.3%	-2.0%	0.3%	-1.5%	4.9%
NOD1 NF-kB reporter	13%	-26%	-26%	-24%	-10%	-14%	5%	-24%
HIV peptide binding	-2.8%	-2.9%	0.9%	0.1%	-1.9%	-0.8%	-1.1%	0.1%
Rac1 GTP hydrolysis	1%	7%	11%	5%	7%	2%	7%	4%
NOD2 inhibition	-10%	-197%	-10%	0%	19%	-174%	9%	-24%
KOR beta-arrestin-2	11%	-33%	-58%	-24%[20 µM]	19%	4%	8%	-31%

9	Cc1ccc(C)n1CCN1CCN(C(=O)CSc2nc3ccccc3nc2N2CCOCC2)CC1
10	CCCCn1c(N)c(N(CC)C(=O)c2ccc(C#N)cc2)c(=O)[nH]c1=O
11	Cc1ccc(NC(=O)CS(=O)CC(=O)N2CCN(C3CCCC3)CC2)cc1 (stereo not drawn)
12	O=S(=O)(NCc1cc(-c2ccccc2)no1)c1ccc(Cl)cc1
13	Cc1ccc(C(=O)N2CCN(S(=O)(=O)N3CCCCCC3)CC2)cc1
14	CCCCNC(=S)NC(C)(C)CO
15	CC(=O)c1cccc(N(C(=O)c2ccco2)C(C(=O)NC2CCCC2)c2ccccc2F)c1 (stereo not drawn)
16	O=C(CSc1nc2scc(-c3ccccc3)c2c(=O)[nH]1)N1CCOCC1

Compound	9	10	11	12	13	14	15	16
Large T inhibition	-1%	-4%	5%	-3%	0%	6%	-2%	6%
GPR55 beta-arrestin	0.3%	0.0%	0.3%	0.0%	0.0%	-0.2%	-0.3%	-0.2%
GPR55 antagonists	21%	10%	7%	16%	-17%	-6%	-13%	17%
KOR beta-arrestin-1	0.4%	1.9%	3.0%	-0.7%	2.6%	-9.3%	-6.2%	1.2%
NOD1 NF-kB reporter	-15%	-13%	-6%	23%	-28%	-42%	-5%	5%
HIV peptide binding	8.6%	-0.4%	-0.9%	-0.2%	0.8%	-0.7%	-0.4%	0.4%
Rac1 GTP hydrolysis	6%	4%	6%	5%	2%	11%	6%	5%
NOD2 inhibition	12%	9%	-2%	22%	-5%	8%	22%	0%
KOR beta-arrestin-2	-4%	12%	-20%	12%	-26%	3%	8%	14%

# 4 compounds already listed, arranged by the number in Large T inhibition, highest first:
no.	SMILES	Large T inhibition
14	CCCCNC(=S)NC(C)(C)CO	6%
11	Cc1ccc(NC(=O)CS(=O)CC(=O)N2CCN(C3CCCC3)CC2)cc1 (stereo not drawn)	5%
9	Cc1ccc(C)n1CCN1CCN(C(=O)CSc2nc3ccccc3nc2N2CCOCC2)CC1	-1%
10	CCCCn1c(N)c(N(CC)C(=O)c2ccc(C#N)cc2)c(=O)[nH]c1=O	-4%

# (listing goes on)
17	CCOC(=O)N1CCC(NS(=O)(=O)c2cc3c(cc2Cl)NC(=O)CO3)CC1
18	CC1=C(C(=O)Nc2ccccc2)C(c2ccc(C)o2)N2C(=O)CSC2=N1 (stereo not drawn)
19	O=C(NCCCCNC(=O)c1ccc(Cl)s1)c1ccc(Cl)s1
20	CCCc1nc(SCC(=O)Nc2ccc(N3CCOCC3)cc2)c2ccccc2n1
21	N#C/C(=C\c1cc([N+](=O)[O-])c(N2CCCCC2)cc1N1CCCCC1)c1nn(-c2ccccc2)c(N)c1C#N
22	C=C(C)Cn1c(C)cc(C)c(S(=O)(=O)c2ccc(C)cc2)c1=O
23	S=c1[nH]nc(COc2ccccc2)n1/N=C/c1ccco1
24	Cc1cc(C(=O)CSc2nnc(-c3ccccc3)n2C)c(C)n1C

Compound	17	18	19	20	21	22	23	24
Large T inhibition	-8%	3%	25%	22%	16%	4%	3%	9%
GPR55 beta-arrestin	0.3%	0.2%	-0.1%	0.4%	-0.1%	0.5%	0.2%	-0.1%
GPR55 antagonists	6%	2%	13%	-5%	6%	2%	0%	18%
KOR beta-arrestin-1	-2.3%	-3.3%	8.1%	-0.1%	16%	0.3%	-4.7%	-2.1%
NOD1 NF-kB reporter	-10%	3%	-16%	37%	21%	10%	-15%	-1%
HIV peptide binding	4.0%	0.7%	0.2%	-1.3%	0.0%	0.6%	-1.0%	-1.5%
Rac1 GTP hydrolysis	2%	nt	9%	9%	16%	6%	12%	12%
NOD2 inhibition	10%	-3%	-24%	15%	11%	10%	3%	17%
KOR beta-arrestin-2	-7%	29%	-20%	-12%	-12%	0%[20 µM]	8%	-40%

25	CCN1CCN(CCCNC(=O)C2c3ccccc3C(=O)N(c3ccc(OC)cc3)C2c2ccc(OC)cc2)CC1 (stereo not drawn)
26	COc1cccc2c(=O)n(CC(=O)NCCc3ccccc3)ccc12
27	CC(=O)c1sc2nc(-c3ccco3)ccc2c1N
28	N#CC1=C(N)Nc2ncnn2C1c1ccccc1 (stereo not drawn)
29	CCC(=O)Nc1ccc(N2CCN(S(C)(=O)=O)CC2)cc1
30	Cc1ccc(N2C(=O)C3CC(c4ccccc4)=C4C5C=CC(C6C(=O)N(c7ccc(C)cc7)C(=O)C56)C4C3C2=O)cc1 (stereo not drawn)
31	CCN1CCN(c2cc(C(C)(C)C)nc3c(-c4ccccc4)c(C)nn23)CC1
32	O=C(NC(=S)NC1CCSC1=O)c1ccccc1F (stereo not drawn)

Compound	25	26	27	28	29	30	31	32
Large T inhibition	2%	14%	68%	9%	9%	1%	5%	17%
GPR55 beta-arrestin	-0.4%	-0.1%	-0.1%	-0.3%	1.7%	0.2%	-0.1%	-0.4%
GPR55 antagonists	1%	8%	2%	10%	-8%	1%	14%	11%
KOR beta-arrestin-1	3.2%	6.2%	4.8%	12%	1.6%	6.9%	-0.2%	-0.4%
NOD1 NF-kB reporter	-22%	1%	-6%	-14%	-16%	-35%	-27%	-20%
HIV peptide binding	-1.9%	0.1%	38%	1.1%	0.8%	-0.4%	-0.5%	0.8%
Rac1 GTP hydrolysis	-6%	8%	nt	nt	3%	-3%	-1%	5%
NOD2 inhibition	16%	-22%	-5%	-3%	-6%	11%	15%	1%
KOR beta-arrestin-2	-34%	-13%	-6%	-47%	-25%	26%	-6%	nt

33	COC(=O)c1ccc(Cl)c(NC(=O)Cc2ccccc2[N+](=O)[O-])c1
34	O=C(Nc1ccc([N+](=O)[O-])cn1)C1CC2CCC1C2 (stereo not drawn)
35	CCC(NC(=O)Nn1cnnc1)(C(F)(F)F)C(F)(F)F
36	O=C(COC(=O)c1ccc[nH]c1=O)NCCc1ccc(F)cc1
37	Cc1ccccc1OCCC(=O)OCC(=O)c1c(N)n(CC(C)C)c(=O)n(C)c1=O
38	CC(=O)N1c2ccc(S(=O)(=O)NCCC(=O)Nc3ccc(OC(F)(F)F)cc3)cc2CC1C (stereo not drawn)
39	CCNC(=S)N(CCN(C)C)Cc1cc2cc3c(cc2[nH]c1=O)OCO3
40	CC(CNS(=O)(=O)c1ccccc1)(c1ccccc1)N1CCCCC1 (stereo not drawn)

Compound	33	34	35	36	37	38	39	40
Large T inhibition	-4%	1%	2%	2%	8%	7%	0%	19%
GPR55 beta-arrestin	0.5%	-0.3%	-0.2%	0.2%	-0.1%	-0.3%	-0.3%	0.3%
GPR55 antagonists	7%	13%	-14%	10%	7%	-5%	9%	-2%
KOR beta-arrestin-1	2.5%	-2.6%	-7.6%	-4.0%	3.4%	-2.4%	7.9%	2.0%
NOD1 NF-kB reporter	-12%	-13%	-21%	-18%	-9%	-4%	50%	-10%
HIV peptide binding	0.2%	1.2%	-1.3%	0.0%	2.0%	0.6%	-0.7%	-1.5%
Rac1 GTP hydrolysis	-10%	8%	4%	-1%	2%	13%	12%	3%
NOD2 inhibition	8%	14%	8%	13%	19%	14%	15%	-14%
KOR beta-arrestin-2	3%	14%	-25%	-10%	-25%	-2%	-46%[20 µM]	28%

# Entries by screen from the entries so far:
# Nos. 14 to 17 in HIV peptide binding: -0.7%, -0.4%, 0.4%, 4.0%

# Carrying on.
41	CC(Oc1ccc(Cl)cc1)/C(N)=N/O (stereo not drawn)
42	O=C(O)Cc1sc(Nc2ccccc2)nc1-c1ccc(Cl)cc1
43	CCCN(CC(=O)Nc1ccccc1C)C(=O)COc1ccc2c(c1)CCC2
44	Cc1ccc(C(=O)Nc2ccc(S(=O)(=O)Nc3cnc4ccccc4n3)cc2)cc1
45	O=C(CSc1nc2cccnc2n1Cc1ccccc1)N1CCCC1
46	OCCC1CN(Cc2ccc3nsnc3c2)CCN1C1CCCC1 (stereo not drawn)
47	O=C(CSc1nnc(Cn2nnc3ccccc32)o1)Nc1ccc(Cl)cc1
48	CCOC(=O)c1ccc(-n2c(C)ccc2C)cc1

Compound	41	42	43	44	45	46	47	48
Large T inhibition	9%	16%	4%	8%	-2%	2%	19%	6%
GPR55 beta-arrestin	0.5%	0.3%	0.0%	0.6%	0.2%	0.2%	0.0%	0.9%
GPR55 antagonists	-2%	-1%	19%	-7%	2%	8%	11%	7%
KOR beta-arrestin-1	-9.6%	-1.6%	1.4%	0.7%	0.8%	1.8%	-3.6%	1.0%
NOD1 NF-kB reporter	-21%	-14%	-26%	-14%	10%	-14%	-15%	-11%
HIV peptide binding	-0.6%	10%	1.9%	12%	-1.6%	-1.0%	0.2%	1.3%
Rac1 GTP hydrolysis	-4%	11%	6%	-14%	6%	10%	5%	8%
NOD2 inhibition	4%	-52%	-10%	7%	22%	1%	0%	-8%
KOR beta-arrestin-2	32%[20 µM]	-12%	27%	-29%	8%	-24%	-19%	nt

49	CCc1ccccc1N1CC(C(=O)O)CC1=O (stereo not drawn)
50	Cc1ccc2nc(-c3ccccc3)c(CN3CCSCC3)n2c1
51	COc1cccc(CN2CC(C(=O)N3CCCO3)CCC2=O)c1 (stereo not drawn)
52	COc1ccc(CCn2c(=N)c(S(=O)(=O)c3ccccc3)cc3c(=O)n4ccccc4nc32)cc1

Compound	49	50	51	52
Large T inhibition	-1%	9%	18%	8%
GPR55 beta-arrestin	-0.1%	0.1%	-0.1%	-0.1%
GPR55 antagonists	10%	-4%	-2%	15%
KOR beta-arrestin-1	1.7%	-3.5%	-4.3%	-2.0%
NOD1 NF-kB reporter	-16%	-49%	-13%	-16%
HIV peptide binding	-1.1%	-0.4%	1.0%	16%
Rac1 GTP hydrolysis	5%	2%	0%	2%
NOD2 inhibition	-18%	16%	-8%	31%
KOR beta-arrestin-2	4%	8%	-51%	-30%

# Some of the compounds tested, so the mix of outcomes need not match the whole.
